FUS yeast rescue: suppressors of FUS proteinopathy in yeast; S. cerevisiae FUS-expressing, growth rescue, OD600, 24 h; Potency, µM (doses to about 76.6 µM), inactives show top-dose growth rescue (activation), most hits filed as activators; 390,000 tested, 0.24% active; AID 1347120;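 also: potency is read from the fitted curve at half-maximal effect; plate controls were DMSO vehicle for no effect and reference control for full effect; nearly all actives have a fitted effect of over 55% in size; some results filed as inactive show a strong effect at the top dose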
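Absorbance at 600 nm, taken 24hr after compound addition, measured rescue of FUS-yeast growth at 30C. Induction used 2% galactose with seeding at OD 0.005. Controls: CP55940 from 92uM final, DMSO only.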
EPAC1 agonist: agonists of human EPAC1; AID 720707; 360,000 tested, 0.073% active; Potency, µM (doses to about 154 µM), without a hit: at the highest dose activation, hits mostly activators; O95398; EPAC1 agonist qHTS, biochemical assay; response scale: 100% = response to 6.5 mM cAMP; also: potency is read from the fitted curve at half-maximal effect; nearly all actives have a fitted effect of over 60% in size
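Compounds were pinned as a concentration titration into mixtures of EPAC1 (100 nM), BODIPY-GDP-loaded Rap1B (250 nM) and GDP (50 uM). After 5 min at room temperature, fluorescence was followed for 30 min; activity was scaled to 6.5 mM cAMP.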
Abeta rescue: A-beta toxicity reversal in yeast. Potency, µM (titrated, usually from 46.1 µM), inactives show at the highest dose growth rescue, actives largely listed as activators. 410,000 tested, 0.063% active. yeast expressing A-beta42, growth rescue, OD600, 48 h; response scale: 0% DMSO, 100% iron-clioquinol control; also: potency is read from the fitted curve at half-maximal effect; nearly all actives have a fitted effect of over 55% in size
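Growth rescue measured by 600 nm absorbance after 48 h yeast culture at 30 C with compound. Values normalized between DMSO and an equimolar ferric chloride plus clioquinol control.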
aSyn yeast inh: alpha-synuclein toxicity inhibition in yeast | 370,000 tested, 0.14% active | AID 652106 | Yeast expressing alpha-synuclein, growth rescue, BacTiter-Glo, 24 h | Potency, µM (top dose mostly 46.1 µM), inactives show at the top dose growth rescue (activation), usual class: activators; also: potency is read from the fitted curve at half-maximal effect; % of control where 0% means no effect; nearly all actives have a fitted effect of over 65% in size
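Readout is rescue of growth in alpha-synuclein-expressing yeast, so inhibitors of toxicity appear as activators. Growth after 24 hr at 30 deg C in galactose medium is quantified by luminescence.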
PLK1 PBD inh: blocks phosphopeptide binding to human PLK1 polo-box domain; Potency, µM, for inactives: max response, negative = inhibition, most hits filed as inhibitors; AID 720504; P53350; 360,000 tested, 2.8% active; Plk1 PBD binding of FITC phosphopeptide, fluorescence polarization; also: potency is read from the fitted curve at half-maximal effect; series mostly up to about 57 µM; % is scaled to controls: 0 for no effect and ±100 for the full control effect; nearly all actives have a fitted effect of over 65% in size
WRN helicase inh: WRN helicase (human) inhibition; Q14191; WRN helicase unwinding, fluorescent forked duplex, kinetic; Potency, µM (top dose mostly 114 µM), inactives show at the highest dose activity change, negative = inhibition, actives largely listed as inhibitors; 360,000 tested, 0.46% active; also: potency is read from the fitted curve at half-maximal effect; % is scaled to controls: 0 for no effect and ±100 for the full control effect; nearly all actives have a fitted effect of over 55% in size
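Kinetic red-fluorescence monitoring (525/598 nm) tracks WRN helicase activity after 100 nM fluorophore-quencher forked duplex and 2 mM ATP are added to 20 nM enzyme pretreated 15 min at room temperature with compound.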
PI5P4Ka inh: PI5P4K alpha (human) kinase inhibition; P48426; PI5P4Kalpha enzyme, ADP-Glo luminescence, 60 min; stronger effect = lower value; max response, %; 330,000 tested, 1.2% active; active = max response of -50% or lower; inconclusive = between -30% and -50%; inactive = -30% or higher; also: value at the top dose of about 77 µM; % is scaled to controls: 0 for no effect and ±100 for the full control effect
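Reactions run in 0.038 M HEPES pH 7.4, 0.28 mM EGTA, 0.1% CHAPS and 5% DMSO, with PI5P4Kalpha, substrate, compound and 5 microM ATP final, one hour at room temperature. Readout is ADP-Glo luminescence.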
IL-2 act: IL-2 activation. IL-2 activation reporter assay, cell-based qHTS; stimulated with anti-CD3/CD4/CD28 beads; in transgenic mouse T cells. activation, % (series mostly up to about 46 µM). 360,000 tested, 0.065% active. AID 652025; in the data active = activation above about 50%; inconclusive = mostly about 30% to 49%; also: 0% is about no effect
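EGFP and DsRed fluorescence is measured by plate cytometry in unstimulated transgenic mouse T cells exposed to compound for 60 minutes, then stimulated 18 hours at 37 degrees C with anti-CD3/anti-CD4 beads plus anti-CD28.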
EPAC1 antagonist: blocks human EPAC1 exchange factor; Potency, µM (doses to about 115 µM), inactives show top-dose activity change, negative = inhibition, most hits filed as inhibitors; EPAC1 GEF assay, Rap1b-BODIPY-GDP exchange fluorescence; 360,000 tested, 0.14% active; AID 720709; O95398;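 also: potency is read from the fitted curve at half-maximal effect; plate controls were vehicle for no effect and positive control for full effect; nearly all actives have a fitted effect of over 50% in size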
Starred values were filed as active, the others as inactive; [ ] = another dose, or the depositor's remark. Unless noted, calls follow the shape of the dose curve; as a rule, active = well fitted curve in the direction sought with a large enough effect; inconclusive = small, poorly fitted or top-dose-only effect, or another doubt; inactive = no such curve, though single readings can be large; an effect the other way counts as inactive or inconclusive.

`CCOc1ccccc1NC(=O)Cn1nnc(C(=O)NCc2ccc3c(c2)OCO3)c1N` gave FUS yeast rescue -13%, EPAC1 agonist 9%, aSyn yeast inh -14%, PLK1 PBD inh -10%, WRN helicase inh -6%, PI5P4Ka inh -1, IL-2 act 1.5 and EPAC1 antagonist inconclusive.
For COCCCN(Cc1cccs1)S(=O)(=O)c1csc(C(N)=O)c1 the results were FUS yeast rescue -11%, EPAC1 agonist 9%, aSyn yeast inh -7%, PLK1 PBD inh -8%, WRN helicase inh 8%, PI5P4Ka inh -6, IL-2 act 1.3 and EPAC1 antagonist -10%.
For c1ccc(-c2ccc(-c3ccccc3)[nH]2)cc1 the results were FUS yeast rescue -17%, EPAC1 agonist 18%, Abeta rescue 9%, aSyn yeast inh -4%, PLK1 PBD inh -2%, WRN helicase inh -8%, PI5P4Ka inh 9, IL-2 act -0.3 and EPAC1 antagonist -26%.
For O=C(NC1CCCN(CCc2ccccc2)C1)c1c[nH]c2ccccc12 (stereo not given) the results were FUS yeast rescue -15%, EPAC1 agonist 3%, Abeta rescue 14%, aSyn yeast inh -1%, PLK1 PBD inh -2%, WRN helicase inh -5%, PI5P4Ka inh 10, IL-2 act -0.2 and EPAC1 antagonist 2%.
CCOC(=O)C1(CC/C(C)=N\NC(N)=O)CC(C)(C)OC1=O (stereo not given) was read as FUS yeast rescue -11%, EPAC1 agonist -1%, Abeta rescue -8%, aSyn yeast inh 2%, PLK1 PBD inh 0%, WRN helicase inh -1%, PI5P4Ka inh 13, IL-2 act -0.3 and EPAC1 antagonist -11%.
`COc1ccc(C(C(=O)NC2CCCC2)N(C(=O)c2snc(-c3ccc(F)cc3)c2N)c2ccc(F)cc2)cc1` (stereo not given) gave FUS yeast rescue 19%, EPAC1 agonist -8%, Abeta rescue 8%, aSyn yeast inh -2%, PLK1 PBD inh 0%, WRN helicase inh 11%, IL-2 act -4.1 and EPAC1 antagonist 5%.
For FC(F)(F)c1cccc(Oc2cc(C(F)(F)F)nc(-c3ccccn3)n2)c1 the results were FUS yeast rescue 17%, EPAC1 agonist 7%, Abeta rescue -3%, aSyn yeast inh 9%, PLK1 PBD inh -4%, WRN helicase inh 7%, IL-2 act -1.2 and EPAC1 antagonist 4%.
For Cc1ccccc1N1CCN(C2CCCN(C(=O)c3cn4cccc(C)c4n3)C2)CC1 (stereo not given) the results were FUS yeast rescue 4%, EPAC1 agonist 3%, Abeta rescue 2%, aSyn yeast inh -1%, PLK1 PBD inh -6%, WRN helicase inh -1%, PI5P4Ka inh 7, IL-2 act -4.0 and EPAC1 antagonist 22%.
Screening COc1ccc(NC(=O)c2cccc(S(=O)(=O)N3CCN(c4ccccc4)CC3)c2)c(OC)c1 returned EPAC1 agonist 9%, Abeta rescue -13%, aSyn yeast inh -2%, PLK1 PBD inh 0%, WRN helicase inh -22%, PI5P4Ka inh -3, IL-2 act -1.0 and EPAC1 antagonist 14%.
For COC(=O)CC1=Nc2ccccc2NC(=O)C1 the results were FUS yeast rescue 12%, EPAC1 agonist 0%, Abeta rescue 12%, aSyn yeast inh -5%, PLK1 PBD inh -4%, WRN helicase inh -5%, PI5P4Ka inh 0, IL-2 act 0.9 and EPAC1 antagonist 0%.
For COC(=O)Nc1cc([N+](=O)[O-])ccc1OC the results were FUS yeast rescue -5%, EPAC1 agonist -1%, Abeta rescue 19%, aSyn yeast inh -1%, PLK1 PBD inh -3%, WRN helicase inh 2%, PI5P4Ka inh -3, IL-2 act 0.3 and EPAC1 antagonist 0%.
`CCOc1ccccc1NC(=S)NCCc1ccccc1` gave FUS yeast rescue -24%, EPAC1 agonist 3%, Abeta rescue 25%, aSyn yeast inh -17%, PLK1 PBD inh 4%, WRN helicase inh 4%, PI5P4Ka inh 4, IL-2 act 0.3 and EPAC1 antagonist -12%.
Cc1ccc(C(=O)NCC(=O)OCCOc2cccc(Cl)c2)cc1 was read as FUS yeast rescue -5%, EPAC1 agonist 0%, Abeta rescue 11%, aSyn yeast inh 8%, PLK1 PBD inh 0%, WRN helicase inh -7%, PI5P4Ka inh -5, IL-2 act -4.8 and EPAC1 antagonist 7%.
Screening COc1cc2c(cc1NC(=O)/C=C/c1ccccc1)oc1ccccc12 returned FUS yeast rescue 3%, EPAC1 agonist 7%, Abeta rescue -3%, aSyn yeast inh -28%, PLK1 PBD inh -1%, WRN helicase inh -3%, IL-2 act 0.7 and EPAC1 antagonist -2%.
CCc1ccccc1NC(=O)CC1CS(=O)(=O)CC1CC(=O)Nc1ccccc1CC (stereo not given) was read as EPAC1 agonist -4%, Abeta rescue -9%, aSyn yeast inh -5%, PLK1 PBD inh -2%, WRN helicase inh 1%, PI5P4Ka inh 2, IL-2 act 1.0 and EPAC1 antagonist 5%.
`Cn1cc(C(=O)Nc2cccc(F)c2)cn1` gave FUS yeast rescue -22%, EPAC1 agonist 8%, Abeta rescue 0%, aSyn yeast inh 1%, PLK1 PBD inh -3%, WRN helicase inh -6%, PI5P4Ka inh -1, IL-2 act -0.2 and EPAC1 antagonist -5%.
`O=c1[nH]c(CSc2nnc(Nc3ccccc3)s2)nc2ccccc12` gave FUS yeast rescue -16%, EPAC1 agonist 2%, Abeta rescue 5%, aSyn yeast inh -2%, PLK1 PBD inh 27µM*, WRN helicase inh -2%, PI5P4Ka inh -11, IL-2 act -4.7 and EPAC1 antagonist 12%.
For Cc1ccc(-n2nc(C)cc2Nc2ncc(Cl)cc2Cl)cc1 the results were EPAC1 agonist 6%, Abeta rescue -92%[inhibitor], aSyn yeast inh -32%[inhibitor], PLK1 PBD inh 3%, WRN helicase inh -6%, PI5P4Ka inh 15, IL-2 act -0.1 and EPAC1 antagonist -6%.
Screening Cc1cc2nc(CCN(C(=S)NCC3CCCO3)C3CCCC3)[nH]c2cc1C (stereo not given) returned FUS yeast rescue -4%, EPAC1 agonist 6%, Abeta rescue 2%, aSyn yeast inh -8%, PLK1 PBD inh 6%, WRN helicase inh -2%, PI5P4Ka inh 0, IL-2 act 0.6 and EPAC1 antagonist -13%.
Screening O=C(O)COc1ccc(-c2nnn(Cc3ccccc3F)n2)cc1 returned FUS yeast rescue -36%, EPAC1 agonist 0%, Abeta rescue 3%[9.22 µM], aSyn yeast inh -8%, PLK1 PBD inh -2%, WRN helicase inh -12%, PI5P4Ka inh -20, IL-2 act -2.1 and EPAC1 antagonist -3%.
COc1ccccc1NC(=O)/C=C/C(=O)O was read as FUS yeast rescue -34%, EPAC1 agonist -1%, Abeta rescue 9%, aSyn yeast inh 8%, PLK1 PBD inh 1%, WRN helicase inh -4%, PI5P4Ka inh 8, IL-2 act 0.9 and EPAC1 antagonist -2%.
COc1ccc(C)cc1Nc1nnc(C)c(=O)[nH]1 was read as FUS yeast rescue 2%, EPAC1 agonist 3%, Abeta rescue 14%, aSyn yeast inh -1%, PLK1 PBD inh -1%, WRN helicase inh -5%, PI5P4Ka inh 2, IL-2 act 0.9 and EPAC1 antagonist 22%.
Screening COc1ccc(NC(=O)c2oc3ccc(S(=O)(=O)N4CCC5(CC4)OCCO5)cc3c2C)cc1 returned FUS yeast rescue inconclusive, EPAC1 agonist 0%, Abeta rescue -23%, aSyn yeast inh 0%, PLK1 PBD inh -8%, WRN helicase inh -6%, IL-2 act -2.4 and EPAC1 antagonist -22%.
Screening O=C(Nc1cc(Br)ccc1O)c1cc(-c2ccco2)on1 returned FUS yeast rescue 10%, EPAC1 agonist 2%, Abeta rescue -17%, aSyn yeast inh 2%, PLK1 PBD inh -9%, WRN helicase inh -12%, PI5P4Ka inh inconclusive, IL-2 act 3.9 and EPAC1 antagonist 3%.
For CSc1n[nH]c2nc3c(c(=O)n12)C1(CCCCC1)Cc1ccccc1-3 the results were FUS yeast rescue 1%, EPAC1 agonist -2%, Abeta rescue -8%, aSyn yeast inh -10%, PLK1 PBD inh 24µM*, WRN helicase inh -13%, PI5P4Ka inh 0, IL-2 act -0.4 and EPAC1 antagonist 1%.
For COc1cc(NC(=O)COc2cccc3c2OC(C)(C)C3)cc(OC)c1OC the results were FUS yeast rescue 11%, EPAC1 agonist 1%, Abeta rescue -1%, aSyn yeast inh 1%[1.84 µM], PLK1 PBD inh 2%, WRN helicase inh 0%, PI5P4Ka inh -1, IL-2 act -0.8 and EPAC1 antagonist 12%.
For O=C(CSc1nnc2c(n1)[nH]c1ccc(F)cc12)Nc1ccccc1F the results were FUS yeast rescue 28%, EPAC1 agonist 1%, Abeta rescue 11%, aSyn yeast inh -1%, PLK1 PBD inh -4%, WRN helicase inh 3%, PI5P4Ka inh -5, IL-2 act -1.0 and EPAC1 antagonist -13%.
COC(=O)c1c(C)n(-c2ccc(C)cc2)c2ccc(O)cc12 was read as FUS yeast rescue 32%, EPAC1 agonist 7%, Abeta rescue -22%, aSyn yeast inh 1%, PLK1 PBD inh -5%, WRN helicase inh 1%, IL-2 act -3.6 and EPAC1 antagonist 1%.
`O=C(OCCCN=C1NS(=O)(=O)c2ccccc21)c1ccccc1F` gave FUS yeast rescue 16%, EPAC1 agonist -5%, Abeta rescue -12%, aSyn yeast inh -3%, PLK1 PBD inh -4%, WRN helicase inh -3%, PI5P4Ka inh 0, IL-2 act -2.5 and EPAC1 antagonist 6%.
Screening O=[N+]([O-])c1ccc([C@H](O)[C@H](CO)N=Cc2ccccc2O)cc1 returned FUS yeast rescue 3%, EPAC1 agonist 9%, Abeta rescue -10%, aSyn yeast inh -8%, PLK1 PBD inh -8%, WRN helicase inh 1%, PI5P4Ka inh 2, IL-2 act -0.6 and EPAC1 antagonist 3%.
